# tim10-1 inh – inhibits growth of tim10-1 mutant yeast; hit rate 2.2% among 330,000; S. cerevisiae tim10-1 ts strain growth, BacTiter-Glo, 24 h; inhibition, % at 20 µM;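 active = inhibition of at least 40%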;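 note: mutant grown at 25 °C; 0% = DMSO wells with yeast and 100% = wells holding no yeast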
# 697 NFkB inh – lowers PMA/ionomycin-induced NF-kB signal in 697 B cells; AID 435022; inhibition, % at 4 µM; 697 B-cell NF-kB luciferase reporter, 16 h; hit rate 0.33% among 330,000; in the data active = inhibition above about 35%
# CHOP UPR activ – apoptotic UPR (CHOP) activation. CHO-CHOP luciferase reporter, luminescence; percent of tunicamycin response over DMSO baseline. activation, % at 10 µM. hit rate 0.34% among 330,000. AID 449763;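 active = at 10 µM dose, activation of 40% or more, normalized to positive control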;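 note: 100% = tunicamycin at 10 µg/mL and 0% = DMSO alone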
#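 Evaluation: % reporter activation, DMSO baseline versus tunicamycin full activation; System: CHO-CHOP luciferase reporter cell line; Input: 500 cells/well; Incubation: 6 h compound treatment, 37 °C; Measured by: Steady-Glo luciferase luminescence; Dosing: one dose, 10 µM in 0.5% DMSO; Buffer or medium: F12 medium, 10% FBS; Benchmarks: positive tunicamycin 10 µg/mL, negative DMSO alone.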
# Mdm2-MdmX inh – human Mdm2/MdmX binding inhibition. SaOS-2 split-luciferase Mdm2/MdmX complementation, luminescence. inhibition, % at 8 µM. hit rate 3% among 330,000. AID 485346;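 active = inhibition of at least 50% at 8 µM in the primary screen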
# Target sequence (O15151 whole entry, looked up): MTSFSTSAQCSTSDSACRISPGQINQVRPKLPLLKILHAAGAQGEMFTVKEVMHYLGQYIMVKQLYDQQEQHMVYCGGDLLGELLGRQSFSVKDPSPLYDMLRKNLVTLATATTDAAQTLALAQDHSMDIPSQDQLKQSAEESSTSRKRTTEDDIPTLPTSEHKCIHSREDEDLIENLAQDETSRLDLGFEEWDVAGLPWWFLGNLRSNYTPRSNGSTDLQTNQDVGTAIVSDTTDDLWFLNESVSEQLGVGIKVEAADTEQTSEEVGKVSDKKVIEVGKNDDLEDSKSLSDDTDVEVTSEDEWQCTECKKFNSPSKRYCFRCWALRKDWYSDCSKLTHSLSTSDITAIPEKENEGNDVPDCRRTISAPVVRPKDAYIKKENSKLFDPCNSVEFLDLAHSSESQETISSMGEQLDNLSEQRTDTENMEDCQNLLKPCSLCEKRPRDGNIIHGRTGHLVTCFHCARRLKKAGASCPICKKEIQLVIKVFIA
# Target sequence (Q00987 whole entry, looked up): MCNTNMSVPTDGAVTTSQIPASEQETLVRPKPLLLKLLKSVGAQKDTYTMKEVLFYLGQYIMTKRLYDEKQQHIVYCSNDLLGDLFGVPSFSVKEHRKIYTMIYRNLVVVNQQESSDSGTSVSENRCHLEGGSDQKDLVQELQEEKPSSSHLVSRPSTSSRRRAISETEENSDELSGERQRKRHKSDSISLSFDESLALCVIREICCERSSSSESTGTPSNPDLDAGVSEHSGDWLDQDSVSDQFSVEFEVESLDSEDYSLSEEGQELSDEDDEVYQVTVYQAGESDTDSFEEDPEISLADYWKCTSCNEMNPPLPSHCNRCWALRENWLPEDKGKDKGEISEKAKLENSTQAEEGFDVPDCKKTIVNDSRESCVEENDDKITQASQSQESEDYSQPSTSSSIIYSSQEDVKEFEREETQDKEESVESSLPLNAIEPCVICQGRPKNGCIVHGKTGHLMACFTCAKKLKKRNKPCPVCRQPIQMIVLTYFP
# TIM10 inh – TIM10 yeast growth inhibition; AID 463195; hit rate 1.4% among 330,000; inhibition, % at 10 µM; S. cerevisiae TIM10 strain growth, BacTiter-Glo luminescence, 24 h;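 active = inhibition of 40% or more at the single tested concentration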;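 note: wild-type TIM10 isogenic control strain grown at permissive 25 °C; 0% = DMSO yeast wells and 100% = minimal medium wells without yeast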
# tim23-1 inh – growth inhibitors of tim23-1 mutant yeast; AID 463212; S. cerevisiae tim23-1 growth, BacTiter-Glo luminescence, 24 h; hit rate 1.3% among 330,000; inhibition, % at 20 µM;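 active = growth inhibition of the mutant yeast at or above 50%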;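 note: temperature-sensitive mutant grown at 25 °C; plate controls were DMSO-treated mutant yeast for no effect and medium wells lacking yeast for full effect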
# Jurkat NFkB inh – lowers PMA/ionomycin-induced NF-kB signal in Jurkat cells. inhibition, % at 4 µM. AID 435003. hit rate 0.53% among 330,000. PMA/ionomycin-induced NF-kB luciferase reporter, luminescence; in the data active = inhibition above about 50%
# XBP1 UPR activ – activators of adaptive arm of unfolded protein response (XBP1); CHO-XBP1 luciferase reporter, IRE1-XBP1 UPR activation, luminescence; percent of tunicamycin response, DMSO as zero; hit rate 0.33% among 330,000; AID 463104; activation, % at 20 µM;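 active = versus positive control, 20 µM dose yields 30% or more activation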;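 note: 100% = tunicamycin at 10 µg/mL and 0% = DMSO only wells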
#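 Material – CHO cell line with stable XBP1 luciferase reporter · Buffer or medium – F12 plus 10% FBS · Compound – single point, 20 µM final compound, 1% DMSO · Schedule – 16-18 h cell attachment at 37 °C, then 6 h compound exposure · Signal – Steady-Glo luminescence read · Benchmarks – high control tunicamycin 10 µg/mL final, low control DMSO vehicle only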
# Active calls of the source: *.
# The first 2 entries, ahead of the listing:
SMILES,tim10-1 inh,697 NFkB inh,CHOP UPR activ,Mdm2-MdmX inh,TIM10 inh,tim23-1 inh,Jurkat NFkB inh,XBP1 UPR activ
COCCN(C(=O)CCl)C(C(=O)NC1CCCCC1)c1ccccc1C (stereo not drawn),55*,-3,7.6,97*,47*,50*,19,-2
O=C1NC(=O)/C(=C/c2cccc3ccccc23)S1,47*,-20,1.6,-1,12,41,2,2

# All compounds of this part, from the start:
SMILES,tim10-1 inh,697 NFkB inh,CHOP UPR activ,Mdm2-MdmX inh,TIM10 inh,tim23-1 inh,Jurkat NFkB inh,XBP1 UPR activ
COCCN(C(=O)CCl)C(C(=O)NC1CCCCC1)c1ccccc1C (stereo not drawn),55*,-3,7.6,97*,47*,50*,19,-2
O=C1NC(=O)/C(=C/c2cccc3ccccc23)S1,47*,-20,1.6,-1,12,41,2,2
CCOc1ccccc1NC(=O)CC1Nc2cc(C)c(C)cc2NC1=O (stereo not drawn),19,24,0.4,34,11,16,2,0
Cc1ccc(-c2ccc(=O)n(Cc3ccc(F)cc3Cl)n2)cc1,12,-9,0.2,-15,0,33,6,4
CCCS(=O)(=O)N1CCCC(C(=O)NC(C)c2ccc3c(c2)OCCO3)C1 (stereo not drawn),-5,12,1.6,29,-16,-1,-4,2
CCOC(=O)C1=NOC2C(=O)N(c3ccc(Cl)cc3Cl)C(=O)C12 (stereo not drawn),-3,-1,-0.3,-14,3,-6,-4,0
CCN(CCn1cccn1)Cc1cn[nH]c1-c1ccc(-c2ccccc2)cc1,34,-48,-0.9,-3,4,22,-34,0
COc1ccccc1N(Cc1cc2ccc(C)cc2[nH]c1=O)C(C)=O,2,-12,-0.6,2,4,7,-23,-2
CC(C)CNC(=S)NC1CC2CCCC(C1)N2Cc1ccco1 (stereo not drawn),-13,-17,-2.1,0,-13,-15,-20,1
CCc1noc(C)c1C(=O)Nc1nc2ccc(OC)cc2s1,27,-7,2.4,1,-3,20,6,2
CCCC[n+]1ccn(C2=C([O-])c3ccccc3C(=O)/C2=N\S(=O)(=O)c2ccc(Cl)cc2)c1,20,-5,6.3,34,14,8,7,-3
O=[N+]([O-])c1ccc(-c2cnc[nH]2)cc1,16,-24,3.5,-17,7,-12,-27,-2
COc1ccc(N2CCC(CNC(=S)Nc3cc(C)ccc3C)C2)cc1 (stereo not drawn),-4,13,0.5,4,26,46,14,-2
Cc1c(/C=N/NC(=O)c2cccnc2)cc(C#N)n1C,10,17,2.3,6,-3,2,11,1
C=C(C)C(=O)Nc1cccc(C2=NOC3(C2)C[C@@H](C(N)=O)N(C(=O)CCCCC)C3)c1 (stereo partly drawn),-2,10,1.2,11,0,3,6,1
CC(C)c1ccccc1NC(=O)CNCCc1ccc(C(F)(F)F)cc1,22,4,-3.9,6,23,31,6,2
COc1ccc(CSc2nnnn2-c2ccc(O)cc2)cc1F,14,4,-0.7,28,29,30,9,-4
CN1C(=O)N(C)C(c2cccc([N+](=O)[O-])c2)C2=C1CCCC2=O (stereo not drawn),-2,7,0.4,20,7,-2,0,0
O=C(CN1CCOCC1)OCCCc1ccccc1,12,11,-0.1,23,3,-2,0,-2
CC(C)n1c(N2CCN(C(=O)Nc3ccccc3)CC2)nc2ccccc21,20,-15,0.3,-13,44*,24,-22,-1
COC(=O)c1cc(S(=O)(=O)N2CCN(c3cccc(OC)c3)CC2)cn1C,3,6,1.0,-10,-8,-3,1,-5
O=S(=O)(NCC(c1ccc2c(c1)OCO2)N1CCOCC1)c1ccc(F)cc1 (stereo not drawn),23,-11,0.1,-26,3,16,-20,-1
CCn1c(C)c(C)c2cc(C(=O)NCCc3ccco3)ccc21,12,-1,1.9,4,-2,25,-4,-1
C=CCOC(=O)C1=C[C@H](c2ccc(C(F)(F)F)cc2)[C@@H](CCCO)[C@H](OCC)O1,6,7,0.8,10,10,13,12,4
Cc1ccccc1NC(=O)Cc1nc(COC(=O)c2nc(Cl)ccc2Cl)cs1,14,9,-0.7,10,-5,37,12,-1
CCOc1ccc(NC(=O)N(C2CCCCC2)C(C)c2cccnc2)cc1 (stereo not drawn),12,8,-0.1,13,-4,-11,-15,-1
COc1cc(C2Nc3ccccc3C(=O)N2NS(C)(=O)=O)c([N+](=O)[O-])cc1OC (stereo not drawn),12,2,3.3,17,13,-2,-8,5
CCOc1ccc(NS(=O)(=O)c2ccc(NC(=O)C3CCCO3)cc2)cc1 (stereo not drawn),7,-10,-4.1,15,2,-4,10,-3
CCn1c(SCC(=O)Nc2cc(C)on2)nnc1-c1cccs1,6,-6,2.4,1,-9,-1,5,-3
Cc1ccc(NC(=O)c2cncc(Br)c2)c([N+](=O)[O-])c1,10,-4,2.3,5,-9,9,-29,2
COc1ccccc1NS(=O)(=O)c1ccc(N2CCOCC2)c(N)c1,13,6,-1.9,14,14,10,9,-3
COc1ccccc1NC(=O)c1cc(Br)ccc1Cl,12,9,2.6,-22,8,22,2,-1
O=C1C2C3C=CC(C3)C2C(=O)N1Cc1ccccc1 (stereo not drawn),-1,16,1.3,13,-1,6,12,0
Cc1ccc2oc(C(=O)NCC(c3ccco3)N(C)C)c(C)c2c1 (stereo not drawn),-1,-23,3.9,-41,12,21,-16,0
COCCCNC(=S)N(CCO)Cc1cc2cc3c(cc2[nH]c1=O)OCO3,-3,5,1.9,7,3,-5,-10,0
Cc1c(CN2CCC(CO)(Cc3ccccc3)CC2)c2ccccc2n1C,5,20,-1.0,24,-1,15,4,-1
CCC(CC)NCC(O)COc1ccc(Br)cc1 (stereo not drawn),8,16,0.1,-3,-11,-1,8,0
CCOC(=O)c1ccc(CNC(=O)CSc2nnnn2-c2ccc(Cl)cc2)o1,36,-17,0.2,-6,3,48,-7,-1
CCOC(=O)c1c(NC(=O)CSc2nc3ccccc3c(=O)n2-c2ccccc2)sc(C(C)=O)c1C,19,9,-2.3,39,19,25,-7,-2
CCN1CCN(C(=O)/C(=C/c2cccs2)NC(=O)c2ccc(C)c(C)c2)CC1,-11,-15,0.5,14,-6,-15,-3,0
COc1cc(/C=C/C(=O)O)cc(S(=O)(=O)NC2CC2)c1OC,10,-12,3.5,-7,3,2,11,2
CC(=O)c1c(Nc2ccccc2)sc(C(=O)c2ccccc2)c1C,-9,8,-1.3,37,-8,2,0,0
O=C1C2C3C=CC(C3)C2C(=O)N1CCN1CCN(Cc2ccc([N+](=O)[O-])cc2)CC1 (stereo not drawn),9,1,0.9,11,-2,4,-9,-4
Cc1nn(Cc2ccc(Cl)cc2)c(C)c1NC(=O)CCCn1nc([N+](=O)[O-])c(Cl)c1C,26,-25,-0.1,8,9,7,-19,-2
Cc1ccc(C2C(=O)N(C3CCC(C)CC3)CC(=O)N2C2CCCC2)cc1 (stereo not drawn),29,16,-1.3,5,5,28,8,0
CN1CCN(c2nnc(-c3cccs3)c3ccccc23)CC1,7,-20,0.4,-16,11,-14,-9,-2
O=C(O)/C=C/C(=O)NCc1ccccn1,0,20,-2.3,12,-3,4,2,3
CCOC(=O)C1=C(CSc2nc3c(cc2C#N)CN(C)CC3)OC(N)=C(C#N)C1c1ccc(Cl)cc1 (stereo not drawn),18,-14,0.9,-17,20,21,-18,-2

# Nothing new here: an excerpt of the list.
SMILES,tim10-1 inh,697 NFkB inh,CHOP UPR activ,Mdm2-MdmX inh,TIM10 inh,tim23-1 inh,Jurkat NFkB inh,XBP1 UPR activ
Cc1nn(Cc2ccc(Cl)cc2)c(C)c1NC(=O)CCCn1nc([N+](=O)[O-])c(Cl)c1C,26,-25,-0.1,8,9,7,-19,-2
Cc1ccc(C2C(=O)N(C3CCC(C)CC3)CC(=O)N2C2CCCC2)cc1 (stereo not drawn),29,16,-1.3,5,5,28,8,0
CN1CCN(c2nnc(-c3cccs3)c3ccccc23)CC1,7,-20,0.4,-16,11,-14,-9,-2
O=C(O)/C=C/C(=O)NCc1ccccn1,0,20,-2.3,12,-3,4,2,3

# Later entries:
SMILES,tim10-1 inh,697 NFkB inh,CHOP UPR activ,Mdm2-MdmX inh,TIM10 inh,tim23-1 inh,Jurkat NFkB inh,XBP1 UPR activ
C/C(=N/OC(=O)c1ccccc1)c1oc(C)nc1C,7,-8,7.8,-6,8,13,3,1
CC(C)[C@H](NC(=O)c1cccc(CN(Cc2ccccc2)C(=O)/C=C/c2ccccc2)c1)C(=O)O,3,7,-0.3,0,2,14,-11,-6
O=C(COC(=O)/C=C/c1ccc(C(F)(F)F)cc1)NC1CCS(=O)(=O)C1 (stereo not drawn),3,-5,0.8,12,-7,22,7,1
CCCC(=O)Nc1c(C(=O)OCC)[nH]c2ccccc12,23,-8,-1.1,7,0,6,-16,1
COc1cc([N+](=O)[O-])ccc1NC(=O)Cc1ccc(F)cc1,-1,-2,1.5,15,2,22,9,-2
COc1ccc2c(c1)-c1nc(/N=C/c3cccc(OC)c3O)sc1CC2,20,-2,2.6,2,19,35,0,-1
CC(C)C[C@H](CO)Nc1nc(Nc2cccc(Cl)c2)c2ncn(C(C)C)c2n1,23,-35,3.6,75*,16,26,-26,2
COc1cc(OC)cc(C(=O)N[C@H](C(=O)OCC(=O)c2ccc(C)c([N+](=O)[O-])c2)C(C)C)c1,12,11,-0.7,15,4,21,6,-4
COc1ccc(Cc2nc(N)nc(N)n2)cc1,12,0,-1.7,20,-16,4,-1,-3
O=C(NCCC1CCCCN1S(=O)(=O)c1cccs1)C(=O)Nc1ccccc1F (stereo not drawn),11,14,1.7,5,1,11,5,1
CC(C)(C)NC(=O)COC(=O)/C=C/c1ccc(F)cc1,11,12,0.8,2,3,0,11,-1
Cn1c(CNS(=O)(=O)c2ccc(Cl)cc2)n[nH]c1=S,6,-5,1.1,7,-6,-3,10,1
Cc1sc2nc(C(C)C)oc(=O)c2c1C,12,-20,0.0,12,19,18,11,-2
COCc1c(C(=O)OCc2nc3ccsc3c(=O)[nH]2)oc2ccccc12,-10,2,0.9,-1,-7,12,3,-2
CCOC(=O)c1sc(/N=C/c2ccc(O)cc2O)cc1C,12,-30,10,-2,3,18,6,5
CCCC(=O)Nc1ccc(-c2nc3ncccc3o2)cc1,-3,-93,4.2,-93,15,43,-84,0
CCC(=O)NC(c1cccs1)c1cc(Cl)c2ccccc2c1O (stereo not drawn),24,9,0.0,12,27,40,-6,2
CCCCC(=O)NC(=S)Nc1ccc(NC(=O)C(C)C)c(OC)c1,43*,-13,-0.9,11,17,31,-1,-2
C[C@]12C=CC(=O)C=C1CC[C@@H]1C2C(O)C[C@@]2(C)C1CC[C@]2(O)C(=O)COC(=O)CCC(=O)NC(CC(=O)O)C(=O)O (stereo partly drawn),4,13,0.2,-21,7,2,10,-3
COc1ccc2c(C)cc(=O)oc2c1C,13,-13,0.1,-4,-15,1,-7,2
CCCCNC(=O)c1ccc(CS(=O)(=O)c2cccc(C(F)(F)F)c2)o1,12,22,3.5,13,-4,1,-6,-4
COc1cc(/C=C2\SC(=S)N(N(C)c3ccccc3)C2=O)ccc1O,25,6,-0.7,0,24,25,-1,7
CN(C(=O)c1cccc(NC(=O)c2ccco2)c1)c1ccccc1,4,-6,-0.3,0,12,9,1,-4
CCC(C)c1ccc2oc(-c3ccc(NC(=O)Cn4cnc5c(=O)n(C)c(=O)n(C)c54)cc3)nc2c1 (stereo not drawn),0,-43,22,50*,16,28,-41,25
CC(C)C(NC(=O)c1ccccc1)C(=O)N1CCCCCC1 (stereo not drawn),18,4,1.2,8,-5,14,-2,-1
O=C(CCN1C(=O)S/C(=C\c2ccccc2)C1=O)Nc1ccc(S(=O)(=O)Nc2nccs2)cc1,7,17,-2.0,16,5,0,-8,-1
CCc1cc2c(=O)n(CCCOC)c(SCC(=O)Nc3oc(C)c4c(C)n[nH]c(=O)c34)nc2s1,10,17,-0.5,26,8,9,-3,-4

# High-throughput results deposited in PubChem by Sanford-Burnham Center for Chemical Genomics.
